# ATXN2 expr inh = reduces ATXN2 reporter expression in HEK-293 cells; HEK-293 ATXN2-luciferase reporter, luminescence, 24 h; Potency, µM (series often up to 57 µM), for inactives: top-dose activity change, negative = inhibition, hits mostly inhibitors; 360,000 tested, 0.72% active; AID 1745845; note: potency is the fitted concentration of half-maximal effect; % is set by controls: 0 for no effect and ±100 for the full control effect; nearly all actives have a fitted effect of over 55% in size
#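 qHTS (up to 57 uM final) was run with 24 h compound exposure of reporter cells at 37 °C. Each well was multiplexed: SteadyGlo luminescence measured ATXN2-luciferase expression after a fluorogenic Gly-Phe-AFC viability readout (25 uM final).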
# KB-3-1 cytotox = KB-3-1 parental cell cytotoxicity | KB-3-1 viability, CellTiter-Glo ATP luminescence, 72 h | Potency, µM (series often up to 46.1 µM), for inactives: at the highest dose activity change, negative = cytotoxic, usual class: cytotoxic | 400,000 tested, 1.4% active | AID 1347075; note: potency is the fitted concentration of half-maximal effect; % is set by controls: 0 for no effect and ±100 for the full control effect; nearly all actives have a fitted effect of over 60% in size
#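 Luminescent ATP read-out (CellTiter-Glo) measures survival of drug-naive KB-3-1 cells after 72 h compound exposure at 37 °C. Titration series was screened from lowest to highest concentration, with DMSO vehicle plates as background controls.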
# HT1080 IDH1KD tx = toxicity to HT-1080 IDH1 knockdown cells (counter line). HT-1080 IDH1 knockdown viability, ATP luminescence, 48 h. Potency, µM (titrated, usually from 46.1 µM), without a hit: at the highest dose activity, negative = toxicity, actives largely listed as cytotoxic. 360,000 tested, 2% active. AID 686971;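 note: potency is the fitted concentration of half-maximal effect; 0% = DMSO wells and -100% = cell-free medium wells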
#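 HT-1080-IDH1KD cells (IDH1 knocked down), 750/well in RPMI with 5% FBS, treated with compound 48 h at 37 degrees C. Viability by CellTiter-Glo luminescence, normalised to DMSO and no-cell wells; concentration-response curves classed.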
# SW480 rereplic = inducers of DNA re-replication in SW480 colon cancer cells; SW480 DNA re-replication, Hoechst DNA content imaging, 48 h; Potency, µM (doses to about 46.1 µM), for the others: at the top dose re-replication activation, most hits filed as activators; 340,000 tested, 1.8% active; AID 624297; note: potency is the fitted concentration of half-maximal effect; % of control where 0% means no effect; nearly all actives have a fitted effect of over 55% in size
#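 Image-based DNA-content assay: after two days of treatment, nuclei were labelled with the DNA dye Hoechst and imaged, and hits were compounds raising the count of nuclei showing high fluorescence intensity.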
# MCF10A rerep = induces DNA re-replication in MCF 10a normal breast cells; MCF 10A DNA re-replication, Hoechst nuclear intensity, 48 h; Potency, µM (doses to about 46.1 µM), for inactives: at the highest dose activity, positive = re-replication, usual class: activators; 350,000 tested, 2.9% active; note: potency is the fitted concentration of half-maximal effect; % of control where 0% means no effect; nearly all actives have a fitted effect of over 50% in size
# ATXN viability = reduces viability in counter-screen for ATXN expression inhibitors; Potency, µM (series often up to 56.7 µM), hits mostly cytotoxic; 400,000 tested, 0.49% active; S2 cells (HEK-293 line with an ATXN2-luciferase reporter) viability, CellTiter-Fluor protease fluorescence, 24 h; note: potency is the fitted concentration of half-maximal effect; nearly all actives have a fitted effect of over 40% in size
# HT1080-NT tox = kills 2HG-producing HT-1080-NT fibrosarcoma cells | HT-1080-NT fibrosarcoma viability, CellTiter-Glo ATP luminescence, 48 h | Potency, µM (highest dose often 46.1 µM), for the others: at the highest dose activity, negative = less viability, actives largely listed as cytotoxic | 360,000 tested, 1.6% active;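 note: NT is the 2HG producing partner of a matched IDH1 knockdown line; potency is the fitted concentration of half-maximal effect; 0% = DMSO-treated cells and -100% = media-only wells without cells; nearly all actives have a fitted effect of over 55% in size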
#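 Luminescent CellTiter-Glo readout after 48 hours of compound exposure at 37 degrees C defined viability of HT-1080-NT cells. Activity was normalized to DMSO wells and cell-free media wells; concentration-response curves were fitted and assigned curve classes.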
# HepG2 tox = counter-screen for TGF-b inhibitors: cytotoxicity in HepG2 cells | HepG2 CAGA-GFP viability, ATP luminescence, 18 h | Potency, µM (doses to about 46.1 µM), inactives show at the highest dose activity change, negative = cytotoxicity, actives largely listed as cytotoxic | 410,000 tested, 0.76% active | AID 588856; note: potency is the fitted concentration of half-maximal effect; some results filed as inactive show a strong effect at the top dose
#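 CellTiter-Glo luminescence gave cytotoxicity after 18 hours at 37 degrees C. The cells were HepG2 CAGA-GFP in 1% FBS DMEM, stimulated with 500 pg/mL TGF-beta after compound addition. %Activity was normalised to no-cell wells (complete cell-killing) and DMSO (no toxicity), and curves were fitted and classified.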
# IL-1B inflam inh = inhibitors of inflammasome signaling (IL-1 beta secretion); 360,000 tested, 4.7% active; THP-1 LPS/ATP IL-1B secretion, AlphaLISA, 16 h; stronger effect = lower value; AID 743279; activity change, % at 57.5 µM; in the data active = activity change below about -50%; inconclusive = mostly about -30% to -49%; note: % is set by controls: 0 for no effect and ±100 for the full control effect
#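 THP-1 cells pretreated 1 hr with compounds (up to 57.5 uM final), then stimulated with LPS (250 ng/mL final) plus ATP (1.25 mM final); secreted IL-1B measured by AlphaLISA after 16 hr, decreased signal indicating inhibition.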
# * marks the source's active call; other numbers are inactive results; i = inactive; ? = inconclusive; / = not tested or not shown; & = joins results of further samples; ! = repeats disagree; [ ] = dose if it differs, or a comment. Unless noted, calls come from the whole dose curve; as a rule, active = well fitted curve in the direction sought with a large enough effect; inconclusive = small, poorly fitted or top-dose-only effect, or another doubt; inactive = no such curve, though single readings can be large; an effect the other way counts as inactive or inconclusive. Hits appear at their usual frequency. Share with any hit: about 8.9%.
SMILES,HepG2 tox,MCF10A rerep,IL-1B inflam inh,HT1080-NT tox,ATXN viability,SW480 rereplic,HT1080 IDH1KD tx,ATXN2 expr inh,KB-3-1 cytotox
COc1cccc(C(=O)c2ccccc2NC(C)=O)c1,1%,/,27,-1%,i,/,5%,/,16%
Cc1ccc(Cn2c(C)c3cnn(CC(=O)NCCN4CCOCC4)c(=O)c3c2C)cc1,-11%,-3%,-4,9%,i,-4%,1%,4%,1%
C=CCN=c1scc(-c2ccccc2)n1/N=C/c1ccccn1,-11%&-43%,?,?,18µM*,i,?,18µM*,3%,1.5µM*!
CCNC(=O)CC1C(=O)N(c2ccc(C)cc2)C(=O)N1CCOC (configuration not stated),2%&9%,-4%,6,11%,i,-8%,17%,-11%&14%,14%&17%
O=C(NCc1ccc(Cl)cc1)c1cc2ccccc2oc1=O,16%,5%,-19,9%,i,-5%,3%,10%,19%
Cc1ccc(-c2nc(C#N)c(NCCc3ccccn3)o2)cc1,-2%,0%,48,22%,i,-1%,8%,36%,2%
Cc1cccc(Nc2nnc(-n3nc(C)cc3C)c3ccccc23)c1,-15%,/,/,/,?,/,/,0%,18%
COc1ccc(S(=O)(=O)N2C(=O)/C(=C3\SC(N)=NC3=O)c3ccccc32)cc1,-12%,-1%,15,?,?,-12%,13%,6%,2%
COc1ccccc1N1CCN(CCC(=O)Nc2cccc(Cl)c2)CC1,-26%,4%,0,-13%,i,1%,-10%,-30%,-30%
COc1ccccc1NC(=O)C1CCCN(S(=O)(=O)c2ccccc2)C1 (configuration not stated),-26%,6%,0,1%,i,4%,-6%,-20%,/
Cc1ccc(CNC(=O)Cn2c3ncccc3c(=O)n2-c2ccc(C)cc2)cc1,1%,/,/,/,i,/,/,4%,2%
O=C(NC(Cc1ccccc1)C(=O)N1CCN(S(=O)(=O)c2ccccc2F)CC1)c1ccccc1 (configuration not stated),-3%,0%,26,2%,i,29%,-3%,45%[activator],9%
O=C(O)C1CC(=O)N(Cc2cccs2)C1 (configuration not stated),7%,-3%,-10,2%,i,3%,7%,-1%,-4%
O=C(Nc1ccc(Cl)c(S(=O)(=O)N2CCOCC2)c1)C1CCCC1,-43%,-2%,15,2%,?,-3%,0%,/,-21%
Nc1cnnc(N/N=C\c2ccccc2)c1Cl,-53%,1%,-9,-1%,i,-4%,-6%,7%,-4%
CCCOc1cc(C)c(S(=O)(=O)n2nnc3ccccc32)cc1C,-6%,-2%,-7,-4%[9.24 µM],i,-9%,-14%,8%,3%
FC(F)(F)c1ccccc1Cc1c(-c2cccc(Cl)c2)nc2ccc(Cl)cn12,-4%,/,23,11%,i,/,9%,31%,0%
S=C1NC2(CCCCCC2)N=C1c1ccccc1,-6%,-2%,16,?,i,-39%[inhibitor],9%,0%,-3%
CCn1c(-c2cc(-c3cccc(OC)c3)nc3ccccc23)n[nH]c1=S,-9%,0%,-6,5%,i,1%,-15%,9%,-6%
CCCCN(CC)CCCNC(=O)Cn1ncc2c3ccccc3n(Cc3ccc(F)cc3)c2c1=O,-18%,/,/,/,i,/,/,-6%,-8%
CSc1ncc(C(=O)Nc2ccccc2C)c(C)n1,5%,-1%,-4,9%,i,2%,8%,7%,-1%
COc1ccc(Cc2nc3ccc(C(=O)N(C)CCc4cnn(C)c4)cc3o2)cc1OC,-20%,9%,i,-21%,i,-4%,-2%,3%,?
COc1cc(Cl)ccc1OCc1cc(C(=O)N2CCCCCCC2)no1,0%,-5%,-4,1%,i,4%,0%,/,-5%
CC(C)Cc1nc2oc3c(NCC(C)O)ncnc3c2c2c1CCCC2 (configuration not stated),2%,-4%,0,-2%,i,-2%,-4%,-8%,2%
COc1ccc(CCNC(=O)Cc2ccc(C)cc2)cc1OC,-11%,3%,-7,2%,i,-2%,-4%,-10%,6%
COc1ccccc1CN1CCC(n2nccc2NC(=O)c2ccccc2Cl)CC1,-11%,1%,?,-9%,?,-4%,-9%,-6%,0%
Cc1cccc(C(=O)Nc2cccc(-c3cnc4ccccc4n3)c2)c1,-8%,16%,20,15%,?,-7%,12%,-12%,3%
Cc1ccc(-n2nnc(-c3cccnc3Cl)n2)cc1,-2%,1%,12,13%,i,5%,18%,109%[activator],12%
CC(C)CC(=O)Nc1ccc(C(=O)COC(=O)Cc2n[nH]c(=O)c3ccccc23)cc1,-27%,5%,14,0%,i,3%,0%,12%,6%
NC(=O)c1sc2nc3c(c(-c4ccco4)c2c1N)CCCC3,-21%,13%,-7,8%,i,29%,5%,/,7%
Cn1c(N)c(N=Cc2ccccc2)c(=O)n(C)c1=O,2%,-1%,1,23%,i,-3%,19%,-11%,9%
Cc1ccc(OCC(=O)OC2=C(C(=O)c3ccccc3)N(C)S(=O)(=O)c3ccccc32)cc1,6%,/,/,/,i,/,/,-26%,-12%
O=c1[nH]cnc2c1nc(SCc1ccccc1)n2C1OC(CO)C(O)C1O (configuration not stated),-5%,-1%,-12,3%,i,0%,0%,3%,15%
CCN(CC)c1ccc(NC(=O)CNCc2ccccc2Cl)c(C)c1,-3%,?,-23,3%,i,?,-5%,-4%,-21%
Cc1nc2c(C(=O)O)cnn2c(C)c1Cc1ccccc1,8%,/,/,/,i,/,/,0%,-8%
COC(=O)/C(=C\c1c[nH]c2ccccc12)NC(C)=O,13%,-1%,15,4%,i,-3%,8%,9%,1%
Cn1c(N)c(C(=O)COC(=O)C(Cc2ccccc2)NC(=O)c2ccccc2)c(=O)n(C)c1=O (configuration not stated),-97%,1%,16,4%,i,-1%,17%,-16%,1%
CCOc1ccc(NC(=O)C(=O)NCCc2csc3nc(-c4ccccc4F)nn23)cc1,-5%,/,/,/,i,/,/,7%,8%
Cc1c(C(=O)OCC(=O)c2c(N)n(CC(C)C)c(=O)n(C)c2=O)oc2ccccc12,-3%,16%,-5,-18%,i,4%,-22%,-29%,-36%
CCCOC(=O)c1ccc(NC(=O)c2nc3nc(C)cc(C)n3n2)cc1,-18%,-5%,-9,18%,i,-14%,21%,-16%,15%
CC1(C)CC(C#N)(N2CCOCC2)CCO1 (configuration not stated),1%,-1%,15,0%,i,-11%,0%,1%,4%
CC1(C)NC(=O)N(CNc2cc(Cl)ccc2Cl)C1=O,1%,2%,-10,0%,i,12%,0%,-3%,0%
CC(C)(C)c1ccc(/C=C/C(=O)N2CCc3ccccc3C2)cc1,-16%,-5%,-16,7%,i,-2%,-5%,9%,5%
COC(=O)c1c(NC(=O)c2cc(=O)c3ccc(C)c(C)c3o2)sc2c1CCCC2,-59%,/,/,/,i,/,/,3%,0%
CS(=O)(=O)N1CCC(C(=O)Nc2cccc(Cl)c2Cl)CC1,-6%,-21%,-13,4%,i,5%[1.84 µM],9%,-2%,0%
COc1ccc(/C=C/C(=O)Nc2ccc(S(=O)(=O)N3CCOCC3)cc2)c(OC)c1,-24%,14%,-13,-12%,/,0%,-1%,/,-3%
CCOCc1nnc(NC(C)=O)s1,-29%,0%,1,9%,i,3%,3%,3%,6%
CC(=O)Nc1ccc(OC(=O)C(CCS(C)(=O)=O)N2C(=O)c3ccccc3C2=O)cc1 (configuration not stated),-10%,7%,4,0%,i,0%,-1%,-9%,1%
Cc1cccc2cc(CN(Cc3ccc(F)cc3)C(=O)C(F)(F)F)c3nnnn3c12,-14%,0%,-13,1%,i,3%,1%,-3%,-31%
Cc1nc(-c2ccccc2)cn(O)c1=O,3%,2%,-3,-1%,i,2%,-5%,/,-14%
COc1ccccc1NC(=O)N(C1CCCC1)C1CCN(C(C)=O)CC1,7%,-2%,-3,20%,i,-2%,9%,1%,16%
COCCCNc1nc(-c2ccncc2)nc2ccccc12,-42%,-3%,48,-21%,i,?,-14%,-3%,5%
COc1cccc(NC(=O)c2ccc3nc(C)c(N(C)Cc4ccc(NC(C)=O)cc4)n3c2)c1,1%,/,-19,5%,i,/,3%,0%,0%
CC(=O)O/N=C1\C(=O)N(Cc2ccc(C)cc2)c2ccccc21,-16%,-51%[inhibitor],-94*,?,?,16%,?,-33%,-16%
COc1ccc(CCNC(=O)C2CC3Cn4c(nc5cc(C)c(C)cc54)C3N2C)cc1 (configuration not stated),1%,-5%,-13,3%,i,4%,5%,11%,0%
Cc1ccc(NC(=O)C(C)Sc2nnc(C3CC3)n2C2CC2)cc1S(=O)(=O)N1CCOCC1 (configuration not stated),7%,?,19,2%,i,20%,1%,4%,-8%
CC1CC2(CCCC2)N(C(=O)c2ccccc2)Cc2ccccc21 (configuration not stated),-28%,?,-16,-4%,i,13%,-8%,-21%,?
COc1ccc(CC(NC(C)=O)C(=O)NC2CCN(C(=O)C3CC3)CC2)cc1OC (configuration not stated),-6%,1%,2,21%,i,-5%,6%,-10%[11.3 µM],-3%
COc1ccc(CNC(=O)CSCc2cccc(Cl)c2)cc1,-24%,1%,17,-3%,i,14%,3%,-2%,0%
CCCCOCCCNc1ncnc2c1[nH]c1ccccc12,-38%,?,-95*,13µM*,i,?,18µM*,?,2.6µM*
O=C(c1ccc(Nc2cccc(C(F)(F)F)c2)nc1)N1CCCC1,-31%,-6%,-20,-7%,i,-7%,-24%,9%,-6%

# Source: PubChem BioAssay (National Center for Advancing Translational Sciences (NCATS))
